Compound activity from PubChem.
STAT1 blocker: reduces IFN-gamma driven STAT1 reporter signal | inhibition, % at 5.5 µM | NIH 3T3 STAT1-luciferase reporter, luminescence | actives 0.35% (n = 200,000);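 active = inhibition above a set limit, the mean inhibition across all tested compounds plus 3 SD, cut at about 34% in these data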;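 note: 0% = IFN-gamma with DMSO and 100% = IFN-gamma with 300 µM nifuroxazide; values of inactives mirror those of a sister screen read the other way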
STAT3 inh: STAT3 signaling inhibition; U3A cells, IL-6 STAT3-luciferase reporter, luminescence; host cell line lacks STAT1; inhibition, % at 5.5 µM; actives 0.89% (n = 190,000);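 active = inhibition above the mean inhibition across all screened compounds plus 3 SD, cut at about 44% in these data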;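 note: 0% = DMSO only wells and 100% = 100 µM nifuroxazide control wells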
TLR4-MyD88 BLA: TLR4-MyD88 interaction inhibition in cells. HeLa CL3-4 TLR4/MyD88 BLA complementation, FRET ratio. inhibition, % at 8.4 µM. actives 0.18% (n = 200,000); in the data active = inhibition above about 25%;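 note: 0% = vehicle and 100% = reference inhibitor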
Target sequence (O00206 whole entry, looked up): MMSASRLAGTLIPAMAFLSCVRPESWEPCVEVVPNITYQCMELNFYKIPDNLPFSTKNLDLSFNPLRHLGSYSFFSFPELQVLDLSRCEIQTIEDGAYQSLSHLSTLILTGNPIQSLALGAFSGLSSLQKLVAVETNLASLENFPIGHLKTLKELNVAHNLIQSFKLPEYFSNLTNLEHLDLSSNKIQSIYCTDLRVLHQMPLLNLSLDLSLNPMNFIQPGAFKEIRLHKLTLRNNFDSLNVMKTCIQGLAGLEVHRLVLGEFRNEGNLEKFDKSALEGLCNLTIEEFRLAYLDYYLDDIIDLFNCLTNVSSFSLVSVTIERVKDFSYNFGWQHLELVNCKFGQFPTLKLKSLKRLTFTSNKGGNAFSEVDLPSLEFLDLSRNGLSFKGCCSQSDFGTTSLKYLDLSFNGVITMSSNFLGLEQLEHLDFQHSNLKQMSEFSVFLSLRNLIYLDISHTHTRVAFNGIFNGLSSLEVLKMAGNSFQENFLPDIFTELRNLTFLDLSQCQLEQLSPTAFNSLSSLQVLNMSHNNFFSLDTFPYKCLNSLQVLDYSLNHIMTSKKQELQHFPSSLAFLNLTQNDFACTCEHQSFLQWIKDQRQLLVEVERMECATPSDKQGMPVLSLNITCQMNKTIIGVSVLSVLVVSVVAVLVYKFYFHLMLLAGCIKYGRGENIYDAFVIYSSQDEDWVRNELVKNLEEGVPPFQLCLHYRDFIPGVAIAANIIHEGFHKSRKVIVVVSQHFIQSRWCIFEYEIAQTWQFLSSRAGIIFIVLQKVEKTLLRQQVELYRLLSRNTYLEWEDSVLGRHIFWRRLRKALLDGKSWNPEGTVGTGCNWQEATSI
Target sequence (Q99836 whole entry, looked up): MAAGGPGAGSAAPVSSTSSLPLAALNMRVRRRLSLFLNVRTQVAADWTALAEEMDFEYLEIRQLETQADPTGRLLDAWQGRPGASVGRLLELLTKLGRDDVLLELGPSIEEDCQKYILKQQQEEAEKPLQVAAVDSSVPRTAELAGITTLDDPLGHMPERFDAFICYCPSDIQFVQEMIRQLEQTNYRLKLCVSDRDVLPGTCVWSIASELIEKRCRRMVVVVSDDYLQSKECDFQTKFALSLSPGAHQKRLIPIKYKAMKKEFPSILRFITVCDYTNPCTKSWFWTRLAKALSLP
APP 5'UTR act: APP 5'UTR luciferase reporter activation. SH-SY5Y APP 5'UTR luciferase reporter, luminescence; zero percent = DMSO vehicle wells. activation, % at 2 µM. actives 1% (n = 190,000). AID 1276;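 active = activation above a set limit, based on mean plus 3 SD of controls, cut at about 140% in these data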; note: values of inactives mirror those of a sister screen read the other way
HMGR II inh: blocks class II HMG-CoA reductase of Enterococcus faecalis; purified E. faecalis HMGR, NADPH absorbance 340 nm kinetic; inhibition, % at 10 µM; actives 0.41% (n = 190,000);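 active = inhibition above a set limit, the median over all tested compounds plus 3 SD, cut at about 9.5% in these data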;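 note: enzyme runs in reverse so mevalonate oxidation gives rising NADPH absorbance; 0% = complete reaction with DMSO and 100% = background rate lacking mevalonate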
STAT1 activator: increases IFN-gamma driven STAT1 reporter signal. activation (% of control), % at 5.5 µM. actives 2.6% (n = 200,000). AID 932. NIH 3T3 STAT1-luciferase reporter, luminescence; 100% = IFN-gamma alone, no compound;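 active = activation above the screen-wide mean activation plus 3 SD, cut at about 130% in these data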;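 note: raw ratio to IFN-gamma control signal so 100% means no change and 0% no light; values of inactives mirror those of a sister screen read the other way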
DTT redox prof: compounds producing H2O2 with reducing agent – biochemical, NIH compound library profiling, artefact control for MLSCN library redox annotation, primary screen; DTT-dependent redox cycling H2O2, phenol red/HRP absorbance; 100% = 100 µM peroxide control, 0% = buffer; activation, % at 10 µM; actives 0.03% (n = 200,000); AID 878;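 active = activation of at least 50% relative to the plate's high and low controls in the primary single-dose screen; inactive = activation below 50%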;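 note: compound incubated with DTT at 0.8 mM final as the reducing agent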
Hsp70 activator: Hsp70 transcriptional activation, primary screen; AID 1203; actives 0.04% (n = 200,000); HeLa Hsp70 promoter luciferase reporter, luminescence; scaled: vehicle 0, proteasome-inhibitor control 100%; activation, % at 10 µM;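 active = activation above the mean across all tested compounds plus 3 SD, cutoff set per campaign, cut at about 5.5% in these data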;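 note: 100% = MG132 at 30 µM as the positive control and 0% = DMSO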
NF-kB neuron act: raises NF-kB expression in human neuronal cells; NF-kB reporter expression; stronger effect = higher value; fold change at 12.5 µM; actives 1.6% (n = 190,000); in the data active = fold change above about 3.3
STAT3 act: STAT3 signaling activation | U3A cells, IL-6 STAT3-luciferase reporter, luminescence; 100% = signal with IL-6 EC80 alone | activation (% of control), % at 5.6 µM | AID 871 | actives 0.91% (n = 190,000);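 active = activation above the screen-wide mean of compound activation plus 3 SD, cut at about 130% in these data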;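 note: 0% = background luminescence of wells with medium and substrate only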
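Material: human U3A cells carrying STAT3-luciferase construct. Measured by: reporter luminescence signal. Timing: compound 1 h, then IL-6 6 h at 37 °C.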
* hit, by the source's call; x = no result given; & = joins results of further samples.

SMILES	STAT1 blocker	STAT3 inh	TLR4-MyD88 BLA	APP 5'UTR act	HMGR II inh	STAT1 activator	DTT redox prof	Hsp70 activator	NF-kB neuron act	STAT3 act
Cn1c(NC(=O)c2ccccc2)cc(=O)n(C)c1=O	-7	5	-6	6	-13	106	0.1	0.1	1.4	103
CC(NC(=O)COc1ccccc1)C(=O)NC1=NCCS1 (configuration not stated)	1	2	-1	4	-2	99	1.2	-0.2	1.1	101
CCOC(=O)CCc1c(C)nc2ncnn2c1C	-2	0	-1	0	3	102	4.7	-0.5	1.2	104
COc1ccc(Cl)cc1N/C(N)=N/c1nc(CSc2ccc(C)cc2)cc(=O)[nH]1	0	3	2	x	-6	101	0.8	-0.1	1.1	97
COC(=O)[C@@]1(Cc2ccc(OC)cc2)[C@H]2c3cc(C(=O)N4CCCC4)n(CCn4cc([N+](=O)[O-])nc4C)c3C[C@H]2CN1C(=O)c1ccccc1	-1	0	-3	-6	1	101	0.5	-0.2	1.1	97
COC(=O)C1=C(O)C(C(=O)OC)C(c2ccc(C)cc2)C(C#N)(C#N)C1c1ccc(C)cc1 (configuration not stated)	-1	-4	-6	8	0	101	4.0	0.1	1	108
COC(=O)[C@H](Cc1ccccc1)NC(=O)NCC1CCCO1 (some centres not stated)	-3	1	-7	10	-1	103	1.7	0.0	1.2	105
Cc1ccc(C)c(NC(=O)Cn2c([N+](=O)[O-])cnc2C)c1	-2	-1	4	-3	1	101	-7.2	0.0	1	102
O=C1CCCc2[nH]nc(-c3cccnc3)c21	-1	1	-8	-10	-2	101	-0.2	0.1	0.97	99
O=C(c1cc(-c2ccccc2)on1)N1CCc2ccccc2C1	-6	18	5	7	-2	104	0.1	-0.3	1.3	86
COc1ccc(NC(=S)Nc2ccccc2)cn1	14	8	-14	-5	-3	87	0.5	-0.6	1.3	98
Cc1ccc(NC(=O)COC(=O)c2ccnn2C)cc1	-6	16	2	-21	4	104	0.9	0.0	1.2	91
Cc1cccc(NC(=O)C2CCCN2C(=O)NC2CCCCC2)c1 (configuration not stated)	-3	-3	1	0	-3	101	-0.2	-0.3	0.88	105
CC1(C)Cc2c(sc3ncn(N)c(=N)c23)CO1	-1	-2	8	0	0	101	-3.1	-0.1	1.1	109
COC(=O)Cc1cnc(NC(=O)C2C3CCC(C3)C2C(=O)O)s1 (configuration not stated)	4	-2	-1	3	-2	96	1.6	0.1	0.88	103
O=C(CN1C(=O)C2C3C=CC(C4CC34)C2C1=O)Nc1cnc2ccccc2c1 (configuration not stated)	-13	-26	-11	-9	-8	111	0.3	0.7	1.2	127
NC(=O)CN1CCOCCOCCN(CC(N)=O)CCOCCOCC1	11	-4	-6	-1	-5	86	-0.7	-0.4	1	105
O=C(CSc1nc2c(cnn2-c2ccc(F)cc2)c(=O)[nH]1)N1CCCc2ccccc21	13	12	-9	-8	3	88	-3.4	-0.3	0.96	91
Cc1ccc(OCCSc2nc(N)cc(N)n2)cc1	-43	8	2	74	-6	138*	-0.4	0.1	2.5	101
COc1ccc(CCN2CCCn3c2nc2c3c(=O)n(Cc3ccccc3F)c(=O)n2C)cc1OC	5	1	-1	1	-4	95	2.2	-0.1	0.4	103
COC(=O)C(CCCCNC(=O)OCc1ccccc1)NC(=O)CN (configuration not stated)	5	3	-4	11	0	96	0.6	-0.1	1.9	100
CC1CC1C(=O)OCc1cc(=O)n2cc(Br)ccc2n1 (configuration not stated)	-39	20	-4	63	2	136*	0.8	0.2	2.1	84
Fc1c(F)c(F)c(N/N=C/c2c[nH]c3ccccc23)c(F)c1F	16	-19	-4	-8	-3	86	0.3	-0.1	13*	111
COc1ccc(N2CC(=O)N(c3ccc(OC)c(OC)c3)CC2=O)cc1OC	-6	0	3	15	5	104	0.7	-0.1	1.2	103
COC(=O)c1sccc1-n1cccc1C(=O)C(=O)N1CCCCC1	-1	3	1	x	1	100	0.1	-0.4	0.94	103
O=C(Cc1cccc2ccccc12)NC(NC(=S)Nc1ccccc1Cl)C(Cl)(Cl)Cl (configuration not stated)	-3	0	-6	11	-6	103	5.2	-0.4	0.94	105
C/C(=N\NC(=O)C1COc2ccccc2O1)c1ccc(N2CCOCC2)cc1 (configuration not stated)	-3	16	-6	3	7	102	-1.1	-0.2	0.86	89
Cc1cc(Br)cc2cn[nH]c12	-20	3	-1	22	0	118	-0.2	-0.2	0.94	100
c1cnc(Oc2ccc3oc4ccccc4c3c2)nc1	-19	-2	-1	3	4	117	-1.0	0.2	1.8	106
CCCn1c(SCC(=O)NC(=O)NC(C)(C)C)n[nH]c1=O	0	15	-6	-1	-1	98	-1.3	0.0	0.94	95

One compound at a time, from the list above. Order of screens: STAT1 blocker	STAT3 inh	TLR4-MyD88 BLA	APP 5'UTR act	HMGR II inh	STAT1 activator	DTT redox prof	Hsp70 activator	NF-kB neuron act	STAT3 act
`Cc1cc(Br)cc2cn[nH]c12` as listed: -20	3	-1	22	0	118	-0.2	-0.2	0.94	100
`COC(=O)C(CCCCNC(=O)OCc1ccccc1)NC(=O)CN` (configuration not stated) as listed: 5	3	-4	11	0	96	0.6	-0.1	1.9	100

More compounds
SMILES	STAT1 blocker	STAT3 inh	TLR4-MyD88 BLA	APP 5'UTR act	HMGR II inh	STAT1 activator	DTT redox prof	Hsp70 activator	NF-kB neuron act	STAT3 act
CCOc1ccc(/C=C/C(O)=C2/C(=O)N(C)C3(C)CC2c2ccccc2O3)cc1OC (configuration not stated)	18	-2	-9	11	-5	82	-0.5	-0.1	1.2	110
N=C(N)SCc1nc2ccccc2c(=O)n1-c1ccccc1	-30&-9	-8&-1	-10&-12	33&20	-5&4	127&108	1.2&0.7	-0.3&0.2	0.87&0.87	103&99
C=CCn1c(-c2cccc([N+](=O)[O-])c2)n[nH]c1=S	3	6	-2	12	-1	96	-0.5	-0.2	1.1	96
CC(=O)c1ccc(OCC(=O)Nc2ccc3c(c2)CCC3)cc1	-6	-7	-3	12	-6	107	-0.9	0.1	1.1	106
O=C(CCS(=O)(=O)c1cccc2nonc12)Nc1cccc2c1CCCC2	6	5	-1	-18	-15	92	0.2	-0.3	0.95	96
Cc1ccc(C(C)C)c(OCCCN(C)Cc2ccccc2)c1	-5	-4	17	17	-1	104	-0.5	-0.3	1.4	105
O=C(COC(=O)CCSc1ccc(Cl)cc1)Nc1ccc(F)cc1	-15	-8	-2	-9	-4	113	-0.2	-0.6	1.2	110
C=CCC(NCc1ccco1)c1ccc(OC)cc1OC (configuration not stated)	-3	1	8	7	-2	103	1.4	0.0	0.91	103
NCCCC[C@@H]1NC(=O)c2cc([N+](=O)[O-])cc(I)c2SC[C@@H](C(N)=O)NC(=O)[C@H](CCC(N)=O)NC1=O	1	-1	-2	1	-3	99	0.7	-0.1	1.2	98
CCOC(=O)c1cc(C(=O)NC(C)c2ccccc2)c(C)[nH]c1=O (configuration not stated)	5	14	-8	4	0	94	-1.8	-0.1	1	90
Cc1nn(-c2ccccc2)c(N)c1C(O)(CC(=O)C(F)(F)F)C(F)(F)F (configuration not stated)	13	8	-15	-2	-1	89	0.5	-0.2	1.3	93
Cc1nn(-c2ccc(F)cc2)c(N)c1C1(O)C(=O)Nc2ccccc21 (configuration not stated)	12	-5	2	-12	-4	89	-0.4	-0.3	1.3	105
O=C(N/N=C/c1ccccn1)c1ccc(Br)cc1	-37	28	-15	6	-5	134*	-0.4	-0.4	0.46	79
CCOC(=O)c1csc(NC(=O)c2ccc(OC)c(OC)c2)n1	0	14	1	-14	-2	100	-0.3	0.2	0.9	91

Reprinted from the listing for reference:
SMILES	STAT1 blocker	STAT3 inh	TLR4-MyD88 BLA	APP 5'UTR act	HMGR II inh	STAT1 activator	DTT redox prof	Hsp70 activator	NF-kB neuron act	STAT3 act
c1cnc(Oc2ccc3oc4ccccc4c3c2)nc1	-19	-2	-1	3	4	117	-1.0	0.2	1.8	106
CCCn1c(SCC(=O)NC(=O)NC(C)(C)C)n[nH]c1=O	0	15	-6	-1	-1	98	-1.3	0.0	0.94	95
CCOc1ccc(/C=C/C(O)=C2/C(=O)N(C)C3(C)CC2c2ccccc2O3)cc1OC (configuration not stated)	18	-2	-9	11	-5	82	-0.5	-0.1	1.2	110
N=C(N)SCc1nc2ccccc2c(=O)n1-c1ccccc1	-30&-9	-8&-1	-10&-12	33&20	-5&4	127&108	1.2&0.7	-0.3&0.2	0.87&0.87	103&99
C=CCn1c(-c2cccc([N+](=O)[O-])c2)n[nH]c1=S	3	6	-2	12	-1	96	-0.5	-0.2	1.1	96
CC(=O)c1ccc(OCC(=O)Nc2ccc3c(c2)CCC3)cc1	-6	-7	-3	12	-6	107	-0.9	0.1	1.1	106
O=C(CCS(=O)(=O)c1cccc2nonc12)Nc1cccc2c1CCCC2	6	5	-1	-18	-15	92	0.2	-0.3	0.95	96
Cc1ccc(C(C)C)c(OCCCN(C)Cc2ccccc2)c1	-5	-4	17	17	-1	104	-0.5	-0.3	1.4	105
O=C(COC(=O)CCSc1ccc(Cl)cc1)Nc1ccc(F)cc1	-15	-8	-2	-9	-4	113	-0.2	-0.6	1.2	110
C=CCC(NCc1ccco1)c1ccc(OC)cc1OC (configuration not stated)	-3	1	8	7	-2	103	1.4	0.0	0.91	103
NCCCC[C@@H]1NC(=O)c2cc([N+](=O)[O-])cc(I)c2SC[C@@H](C(N)=O)NC(=O)[C@H](CCC(N)=O)NC1=O	1	-1	-2	1	-3	99	0.7	-0.1	1.2	98
CCOC(=O)c1cc(C(=O)NC(C)c2ccccc2)c(C)[nH]c1=O (configuration not stated)	5	14	-8	4	0	94	-1.8	-0.1	1	90
Cc1nn(-c2ccccc2)c(N)c1C(O)(CC(=O)C(F)(F)F)C(F)(F)F (configuration not stated)	13	8	-15	-2	-1	89	0.5	-0.2	1.3	93
